Compound activity from PubChem BioAssay.
IMPase Li inh – membrane-permeable IMPase blocker, potentiated with lithium; Potency, µM (series often up to 59.4 µM), inactives show top-dose activity, negative = IMPase inhibition, usual class: inhibitors; 210,000 tested, 0.35% active; CHO-M1 cells, IP1 TR-FRET (IP-One), carbachol + lithium;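 also: IP1 builds up when IMPase is blocked and the TR-FRET signal falls; plate controls were basal vehicle for no effect and high inhibitor control for full effect; nearly all actives have a fitted effect of over 50% in size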
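Test compounds were applied to CHO-M1 cells previously cultured for 16–30 h at 2000 per well. A small lithium amount accompanied them; after 30 min at 37C, IP1 was quantified by TR-FRET.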
Luc counter – blocks Kinase-Glo luciferase, a counter-screen artifact; AID 1379; Potency, µM (series often up to 38.3 µM), inactives show at the top dose activity change, negative = inhibition, usual class: inhibitors; 200,000 tested, 0.28% active; Kinase-Glo luciferase, ATP luminescence, 8 min; also: % is scaled to controls: 0 for no effect and ±100 for the full control effect; nearly all actives have a fitted effect of over 60% in size
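Luminescence was the read-out, taken after 8-minute incubation at ambient temperature. Luciferase turned over luciferin with 10 uM ATP in imidazole pH 7.2 buffer containing KCl, MgCl2, Tween 20 and BSA.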
RECQ1 inh – blocks DNA unwinding by human RECQ1; 240,000 tested, 0.54% active; RECQ1 DNA unwinding, red fluorescence kinetic read; Potency, µM (doses to about 57.3 µM), for inactives: top-dose activity, negative = inhibition, hits mostly inhibitors; P46063;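 also: plate controls were vehicle for no effect and no enzyme for full effect; nearly all actives have a fitted effect of over 30% in size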
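RECQ1T1 50 nM; forked duplex (20 bp + 30-nt ss tails) 200 nM, ATP 2 mM final; pH 8.0, 2 mM MgCl2, 2.5 ug/ml poly(dI-dC); 15 min compound preincubation; discontinuous kinetic read over 2 h at RT.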
KDM4E inh – JMJD2E (human) inhibition. Potency, µM (top dose mostly 57.1 µM), for the others: top-dose activity change, negative = inhibition, actives largely listed as inhibitors. JMJD2E catalytic domain, FDH-coupled NADH fluorescence (FDH is formaldehyde dehydrogenase). 230,000 tested, 1.6% active. B2RXH2. AID 2147; active = well fitted inhibition curve with a large enough effect, not every such curve was filed as active; inconclusive = small, poorly fitted or top-dose-only effect, or another doubt; inactive = no such curve, though single readings can be large or run the other way;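 also: 0% = wells with enzyme and -100% = buffer wells without enzyme; nearly all actives have a fitted effect of over 50% in size; many of its hits are not listed in these tables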
Target sequence (B2RXH2 1-337 limits assumed): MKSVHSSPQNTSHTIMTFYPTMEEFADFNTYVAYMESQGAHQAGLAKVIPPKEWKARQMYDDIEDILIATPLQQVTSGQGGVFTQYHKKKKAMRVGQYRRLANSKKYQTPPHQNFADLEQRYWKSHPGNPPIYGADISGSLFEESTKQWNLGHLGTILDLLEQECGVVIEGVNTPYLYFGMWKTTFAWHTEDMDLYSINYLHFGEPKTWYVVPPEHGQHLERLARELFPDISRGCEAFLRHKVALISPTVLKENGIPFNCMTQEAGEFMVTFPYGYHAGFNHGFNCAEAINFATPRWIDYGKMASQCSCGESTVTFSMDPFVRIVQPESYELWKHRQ
Epigenetic derep – epigenetic control regulation, reporter derepression | murine LDR cells, GFP reporter derepression, 30 h | Potency, µM (highest dose often 53.9 µM), inactives show at the top dose GFP activation, hits mostly activators | 280,000 tested, 0.2% active | AID 1865; also: % of control where 0% means no effect; nearly all actives have a fitted effect of over 60% in size
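GFP-positive cell count by laser-scanning cytometry (objects 20–120 um) after 30 h, 37 C compound exposure of murine LDR cells; reporter is CMV-GFP integrated at a silenced locus, inducible by HDAC or DNMT inhibitors.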
GoLoco inh red – inhibitors of human Gai1-RGS12 GoLoco interaction (red fluorophore); P63096; Gai1:RGS12 GoLoco peptide FP, rhodamine, 10 min; Potency, µM (titrated, usually from 61.6 µM), for the others: at the top dose activity, negative = inhibition, most hits filed as inhibitors; 230,000 tested, 0.44% active; active = well fitted inhibition curve with a large enough effect, not every such curve was filed as active; inactive = no such curve, though single readings can be large or run the other way; also: % is scaled to controls: 0 for no effect and ±100 for the full control effect; nearly all actives have a fitted effect of over 30% in size; many of its hits are not listed in these tables
Target sequence (P63096 whole entry, looked up): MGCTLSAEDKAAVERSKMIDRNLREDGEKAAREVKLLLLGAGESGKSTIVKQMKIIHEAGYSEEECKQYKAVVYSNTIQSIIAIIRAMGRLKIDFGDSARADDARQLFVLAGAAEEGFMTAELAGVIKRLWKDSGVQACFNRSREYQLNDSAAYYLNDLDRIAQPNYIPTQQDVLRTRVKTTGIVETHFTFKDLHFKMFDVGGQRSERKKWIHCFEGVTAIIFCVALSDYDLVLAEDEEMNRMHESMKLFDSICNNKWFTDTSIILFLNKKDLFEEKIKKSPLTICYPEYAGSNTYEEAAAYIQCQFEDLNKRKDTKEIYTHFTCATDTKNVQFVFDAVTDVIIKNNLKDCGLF
SMN2 splice enh – increases expression of the SMN2 splice variant | 210,000 tested, 2.8% active | Potency, µM (series often up to 46.1 µM), inactives show at the top dose activity change, positive = activation, most hits filed as activators | HEK293 SMN2-luciferase splicing reporter, luminescence, 30-36 h | AID 1458; also: % of control where 0% means no effect; nearly all actives have a fitted effect of over 55% in size
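HEK293 cells carry an SMN2 […]–luciferase reporter in which exon 7 inclusion puts luciferase in frame. Cells were plated 10-12 h before compound addition, then incubated 30-36 h at 37C. ONE-Glo luminescence was read; sodium butyrate at 4.5 mM final served as control.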
NPSR antagonist – neuropeptide S receptor (human) antagonism, cAMP | 220,000 tested, 1% active | CHO-NPSR cells, cAMP TR-FRET, antagonist mode | Potency, µM (titrated, usually from 38.3 µM), without a hit: at the highest dose activity change, negative = inhibition, most hits filed as inhibitors | Q6W5P4 | AID 1461; also: % is scaled to controls: 0 for no effect and ±100 for the full control effect; nearly all actives have a fitted effect of over 50% in size; many of its hits are not listed in these tables
Target sequence (Q6W5P4 whole entry, looked up): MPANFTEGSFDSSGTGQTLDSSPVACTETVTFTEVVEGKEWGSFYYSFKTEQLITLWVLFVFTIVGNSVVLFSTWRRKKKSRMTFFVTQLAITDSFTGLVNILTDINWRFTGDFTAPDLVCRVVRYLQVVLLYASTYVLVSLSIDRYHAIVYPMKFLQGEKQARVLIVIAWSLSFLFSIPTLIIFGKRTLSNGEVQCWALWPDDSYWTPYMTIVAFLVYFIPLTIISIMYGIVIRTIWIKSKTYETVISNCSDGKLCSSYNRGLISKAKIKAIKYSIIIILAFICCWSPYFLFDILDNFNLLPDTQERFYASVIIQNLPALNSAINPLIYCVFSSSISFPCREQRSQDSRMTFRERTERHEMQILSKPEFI
* marks the source's active call; other numbers are inactive results; i = inactive; ? = inconclusive; · = not tested or not shown; & = joins results of further samples; [ ] = dose if it differs, or a comment. Unless noted, calls follow the shape of the dose curve; as a rule, active = well fitted curve in the direction sought with a large enough effect; inconclusive = small, poorly fitted or top-dose-only effect, or another doubt; inactive = no such curve, though single readings can be large; an effect the other way counts as inactive or inconclusive. Potency is read from the fitted curve at half-maximal effect. Some of the compounds tested. The share of hits here may be higher or lower than overall.

SMILES	IMPase Li inh	Luc counter	RECQ1 inh	KDM4E inh	Epigenetic derep	GoLoco inh red	SMN2 splice enh	NPSR antagonist
COc1ccc(-n2nc(C(=O)N3CCCCC3)c3ccccc3c2=O)cc1	16%[38.3 µM]	-1%	-1%	-5%	0.0%	-5%	18%	-13%[46.1 µM]
CCOc1ccc(NC(=O)Cn2sc3nc(C)cc(C)c3c2=O)cc1	·	·	-6%	?	-1.0%	16µM*	·	-29%
CS(=O)(=O)N(Cc1ccccc1)c1ccc(C(=O)NCc2ccccc2)cc1	26%[38.3 µM]	19%	i	4%	-0.1%	-7%	?	-13%[46.1 µM]
OC1c2ccccc2-c2nc3ccccc3cc21 (stereo unspecified)	-12%	?	-8%	?	0.4%	3%	14µM*	·
CCOC(=O)CSc1ncc(OC)c(=O)[nH]1	33%[38.3 µM]	2%	-2%	?	-3.6%	6%	-19%	-4%[46.1 µM]
Cc1ccc(S(=O)(=O)Nc2ccc(S(=O)(=O)NC(C)(C)C)cc2)cc1	-2%[38.3 µM]	4%	-5%	3%	-3.0%	2%	-16%	7%[46.1 µM]
CC(C(=O)Nc1cc([N+](=O)[O-])ccc1Cl)N1CCN(c2ccccc2)CC1 (stereo unspecified)	-1%	2%	-5%	0%	2.1%	7%	0%	-1%
CC(C)(C)c1ccc(NC(=O)N2CCCN(c3c(Cl)cncc3Cl)CC2)cc1	·	·	-6%	-4%	3.2%	11%	·	?
O=C(OCC(=O)N1CCN(C(=O)c2ccco2)CC1)c1ccccc1C(=O)c1ccccc1	-1%[38.3 µM]	-1%	-5%	6%	0.8%	0%	-8%	-7%[46.1 µM]
N/C(=N\OC(=O)c1ccc(Cl)c(Cl)c1)c1ccccn1	2%[38.3 µM]	-12%	-7%	3%	-1.1%	5%	14µM*	2%[46.1 µM]
CC(C)CC(=O)Nc1ccc2oc(-c3ccncc3)nc2c1	-10%[38.3 µM]	0%	i	?	2.2%	-1%	4%	-8%[46.1 µM]
COC(=O)[C@@]1(Cc2ccc(F)cc2)[C@H]2c3cc(C(=O)N(C)C)n(Cc4ccccc4)c3C[C@H]2CN1C(=O)c1ccccc1	18%&7%	-3%&-3%	-9%&-3%	?	0.3%&2.4%	7%&15%	-35%&-10%[inhibitor]	-50%
Cc1noc(C)c1CCC(=O)N1CCCC(CCC(=O)NCc2ccccc2F)C1 (stereo unspecified)	3%	0%	-9%	1%	0.2%	21%	8%	-1%
CN(C(=O)CSC1=NC2C(N=N1)c1cc(Br)ccc1N2C)C1CCCCC1 (stereo unspecified)	?	0%	-10%	4%	1.7%	15%	8%	3%
NS(=O)(=O)c1ccc(Nc2ccccc2)c([N+](=O)[O-])c1	·	·	7%	-4%	-0.1%	5%	·	-30%
C#CCNC(=O)c1ccc(OCc2ccccc2)cc1Cl	-15%	-15%	0%	3%	1.8%	6%	-13%	7%
O=C(c1ccccc1C(=O)N1CCN(c2ccc(F)cc2)CC1)N1CCN(c2ccc(F)cc2)CC1	26%[38.3 µM]	-5%	-1%	2%	0.0%	-12%	-31%[inhibitor]	-18%[46.1 µM]
CN(C)CCCN(C(=O)c1cc2ccccc2oc1=O)c1nc2c(F)cccc2s1	9%	0%	5%	6%	0.0%	8%	-8%	16%
COc1cc(Cl)cc(C=O)c1OCC(=O)O	1%	3%	-4%	-11%	-3.3%	2%	·	-10%
COC(=O)c1cc2ccccc2c(=O)s1	19%[38.3 µM]	-4%	-1%	-3%	0.3%	1%	5%	-12%[46.1 µM]
CCS(=O)(=O)c1ccc(C(=O)NC)c(Cl)c1Cl	-5%	2%	i	14%	-6.4%	-1%	-3%	11%
COC(=O)c1cc(-c2ccc(OC)c(OC)c2)n[nH]1	31%[38.3 µM]	-2%	0%	4%	-3.8%	13%	-16%	-4%[46.1 µM]
CCO/C(C)=C1\C(=O)Nc2ccccc21	·	·	-2%	2%	-1.0%	·	·	-3%[46.1 µM]
O=C(Nc1ccc(F)cc1)c1cc2c(s1)CCCC2	·	·	-7%	1%	5.3%	8%	·	-54%
CCOC(=O)C1CCN(S(=O)(=O)Cc2ccccc2)C1=O (stereo unspecified)	-12%[38.3 µM]	0%	-7%	6%	1.9%	-1%	0%	1%[46.1 µM]
Cc1ccc(NC(=O)c2cc3ccccc3oc2=O)cc1S(=O)(=O)N(C)C	-14%	·	-3%	2%	1.1%	-6%	·	10%
Cc1nc(NCc2ccccn2)c2c3c(sc2n1)CCCC3	12%	-4%	-13%	-2%	-0.1%	0%	·	38%
Cn1c2ccccc2c2n[nH]c(=O)nc21	-16%	-4%	-1%	3%	1.2%	1%	-24%	2%
COc1cc(CNCCO)cc(Cl)c1OCc1ccccc1Cl	5%	-1%	i	2%	2.0%	16%	-35%[inhibitor]	-9%
Cn1cnnc1SC(C(=O)Nc1cccc(C(F)(F)F)c1)c1ccccc1 (stereo unspecified)	39%[activator][38.3 µM]	-2%	i	-1%	-0.8%	-1%	-5%	-14%[46.1 µM]
Cc1ccc(S(=O)(=O)N2CCCN(C(=O)OC(C)(C)C)CC2)cc1	·	·	-2%	10%	1.1%	-2%	·	1%
N#Cc1cc2c([nH]c1=S)CCCCCC2	-15%[38.3 µM]	1%	-11%	?	1.9%	-24%	6%	11%[46.1 µM]
COCCCNC(=O)c1ccc(N(C)S(C)(=O)=O)cc1	17%[38.3 µM]	3%	-1%	7%	0.0%	14%	15%	3%[46.1 µM]
CC(=O)Nc1ccc(NC(=O)COC(=O)C2(c3ccc(Cl)cc3)CCCC2)cc1	5%	-2%	10%	-11%	3.0%	-9%	-51%[inhibitor]	-11%
COC(=O)C(NC(=O)c1ccccc1)=C(C)C	8%[38.3 µM]	-1%	i	5%	-1.0%	0%	9%	-4%[46.1 µM]
COc1ccc(CCn2c(-c3ccc(OC)cc3)nc3c(c(=O)c4ccccc4n3C)c2=O)cc1	·	·	10%	5%	8.9%	-7%	·	4%
CN1CCC(=NNc2ncnc3sc4c(c23)CCCC4)CC1	-3%	-3%	3%	-26%	1.5%	-4%	-10%	16%
Cc1nc(SCC(=O)NC(=O)NC(C)C)nc(C)c1C	1%	0%	-6%	3%	0.1%	10%	4%	16%
CCn1c(SCC(=O)Nc2nc(-c3ccc(C)cc3)cs2)nnc1-c1ccccc1O	16%	2%	-6%	295%[activator]	-2.2%	1%	-100%[inhibitor]	-25%[46.1 µM]
CC(=O)N(CC(O)CN(C(C)=O)c1c(I)c(C(=O)NC[C@@H](O)CO)c(I)c(C(=O)NC[C@@H](O)CO)c1I)c1c(I)c(C(=O)NC[C@@H](O)CO)c(I)c(C(=O)NC[C@@H](O)CO)c1I	1%	-1%[17.1 µM]	i	0%[25.5 µM]	1.4%[16.9 µM]	-13%[21.6 µM]	1%[20.6 µM]	·
COC(=O)CC1NCCc2cc(OC)c(OC)cc21 (stereo unspecified)	8%	2%	-1%	-12%	-0.1%	5%	14%	5%
CN(c1ccc(OCc2nnc(-c3ccccc3)o2)cc1)S(=O)(=O)c1ccccc1	28%[38.3 µM]	-6%	-9%	-17%	1.0%	30%[activator]	·	-19%[46.1 µM]
O=S(=O)(c1ccc(NC(=S)N/N=C/c2ccc(N3CCOCC3)cc2)cc1)N1CCOCC1	4%	-1%	3%	?	-0.9%	7%	-25%	2%
CO/N=C\c1cc(C(=O)c2ccc(Cl)cc2Cl)cn1C	5%	-3%	0%	?	0.0%	0%	-11%	-25%
Brc1ccc(C2=NCCC(c3ccccc3)O2)cc1 (stereo unspecified)	5%	3%[39.9 µM]	-5%[81.1 µM]	·	-1.4%	3%[88.7 µM]	·	·
Cc1cccc(N2CCN(C(=O)CCn3c(=O)[nH]c4ccccc4c3=O)CC2)c1C	9%[38.3 µM]	0%	3%	-11%	0.0%	-6%	-10%	?
S=C(Nc1ccccc1)Nc1ccc(OCc2ccc(Cl)cc2Cl)cc1	-4%[38.3 µM]	1%	-10%	-6%	-11%	2%	-70%[inhibitor]	-15%[46.1 µM]
O=C(Nc1nnc(SCc2c(Cl)cccc2Cl)s1)c1ccc2ncsc2c1	8%	3%	-2%	-6%	1.3%	9%	·	29%
N/C(=N\OC(=O)c1ccccc1)c1ccncc1	-3%	-20%	i	-8%	-1.9%	-1%	25%	10%
NC(=S)N/N=C/c1coc2cc(Cl)ccc2c1=O	-8%	1%	-3%	12%	1.1%	22%	-6%	-21%[46.1 µM]

An excerpt of the results above, for reference:
SMILES	IMPase Li inh	Luc counter	RECQ1 inh	KDM4E inh	Epigenetic derep	GoLoco inh red	SMN2 splice enh	NPSR antagonist
COc1ccc(-n2nc(C(=O)N3CCCCC3)c3ccccc3c2=O)cc1	16%[38.3 µM]	-1%	-1%	-5%	0.0%	-5%	18%	-13%[46.1 µM]
CCOc1ccc(NC(=O)Cn2sc3nc(C)cc(C)c3c2=O)cc1	·	·	-6%	?	-1.0%	16µM*	·	-29%

Remaining list, next part:
SMILES	IMPase Li inh	Luc counter	RECQ1 inh	KDM4E inh	Epigenetic derep	GoLoco inh red	SMN2 splice enh	NPSR antagonist
O=C(CSC1CCCCC1)Nc1nccs1	-8%[38.3 µM]	10%	0%	4%	0.8%	-1%	-6%	-6%[46.1 µM]
Cc1ccc(Cl)cc1NC(=O)c1ccc(Cn2cc(Cl)cn2)cc1	3%	2%	-1%	15%	-1.6%	10%	-33%[inhibitor]	-34%
Cc1ccc(CNC(=O)C2(CC(C)C)C=CCN2C(=O)c2ccccc2)o1 (stereo unspecified)	-5%	3%	-4%	15%	1.3%	-17%	-4%	·
CC(=O)C(N=Nc1ccccc1)(Sc1nnc(-c2ccccc2)n1-c1ccccc1)C(C)=O	10%[38.3 µM]	-1%	-6%	3%	0.0%	10%	-54%[inhibitor]	?
Cc1ccc(S(=O)(=O)/N=C(\Sc2ccccc2)c2ccccc2)cc1	9%[38.3 µM]	7%	-5%	-22%	-1.4%	-3%	-19%	-18%[46.1 µM]
CCOc1cc(C2NC(=O)NC(O)(C(F)(F)F)C2C(=O)c2ccc(Cl)cc2)ccc1O (stereo unspecified)	-7%[38.3 µM]	-1%	0%	-2%	1.7%	-13%	7%	-2%[46.1 µM]
O=[N+]([O-])c1cc(/C=N\Nc2nccs2)ccc1O	25%[38.3 µM]	-20%	11µM*	?	0.0%	5%	?	2.5µM*
COC(=O)CSc1[nH]c2ccccc2c1[N+](=O)[O-]	·	·	1%	-10%	2.2%	2%	·	9%
